Compound activity as filed in PubChem.
TNAP inh Pi = human TNAP enzyme inhibitors, primary screen, biochemical, colorimetric, phosphate release readout; AID 614, 2007; purified TNAP, pNPP, malachite green phosphate absorbance; 21,000 tested, under 10 active; inhibition, % at 20 µM
Target sequence (P05186 whole entry, looked up): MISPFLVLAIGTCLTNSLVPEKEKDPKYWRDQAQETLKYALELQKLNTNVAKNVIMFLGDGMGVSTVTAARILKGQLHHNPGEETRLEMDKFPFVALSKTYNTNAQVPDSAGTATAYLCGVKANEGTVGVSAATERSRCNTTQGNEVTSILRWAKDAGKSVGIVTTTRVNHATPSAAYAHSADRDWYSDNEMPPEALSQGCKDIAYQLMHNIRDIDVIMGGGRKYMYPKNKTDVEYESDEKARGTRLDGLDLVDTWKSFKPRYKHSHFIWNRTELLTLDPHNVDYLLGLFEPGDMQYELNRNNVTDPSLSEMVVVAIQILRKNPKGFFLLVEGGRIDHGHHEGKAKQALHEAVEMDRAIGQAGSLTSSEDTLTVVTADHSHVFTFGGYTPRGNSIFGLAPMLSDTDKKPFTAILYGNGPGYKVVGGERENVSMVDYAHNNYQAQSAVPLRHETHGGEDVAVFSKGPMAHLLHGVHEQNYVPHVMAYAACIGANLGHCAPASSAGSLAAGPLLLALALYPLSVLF
TNAP inh pNP = human TNAP enzyme inhibitors, primary screen, biochemical, colorimetric, p-nitrophenol readout; inhibition, % at 20 µM; purified TNAP, pNPP hydrolysis, absorbance 405 nm; AID 615, 2007; Alkaline phosphatase, tissue-nonspecific isozyme (Homo sapiens), P05186; 21,000 tested, under 10 active;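 note: 0% = DMSO only wells and 100% = 1 mM levamisole wells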
Starred values were filed as active, the others as inactive.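 Rule for the calls: active = inhibition above 50% at the 20 µM single-dose screen; inactive = the rest.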 Some of the compounds tested; count on the stated rates, not on these rows.

SMILES | TNAP inh Pi | TNAP inh pNP
O=P(c1ccccc1)(c1ccccc1)N1CCCCC1 | -7 | -5
CCC(=NCc1ccco1)c1c(O)n(-c2ccc(OC)cc2)c(=O)[nH]c1=O | 8 | 3
CC(=Nc1ccc2c(c1)CCC2)c1c(O)n(C2CCCCC2)c(=O)[nH]c1=O | 12 | 4
CCN(CC)c1ccc(N=Cc2c(O)n(-c3cc(OC)ccc3OC)c(=O)[nH]c2=O)cc1 | 6 | 7
CCCCNC(=O)Nc1ccc(C(O)(C(=O)OCC)C(F)(F)F)cc1 (stereo unspecified) | 16 | 8
O=C1C2CCN(CC2)[C@@H]1Cc1ccc2ccccc2c1O | 0 | 2
CCCCN1C(=O)NC(=O)C2(Cc3c(nc4ccccn4c3=O)N3CCc4ccccc4C32)C1=O (stereo unspecified) | 2 | -8
CCOC(=O)c1c(-c2ccccc2)oc2ccc(OC(=O)N(C)C)cc12 | 4 | 0
COC(=O)c1ccccc1OP1(=O)COc2ccccc2OC1 | 2 | 3
CC(=O)NC1CC2CCC(C1)N2 (stereo unspecified) | 12 | -2
O=C1NC(=O)C2(Cc3c(nc4ccccn4c3=O)N3CCCCCC32)C(=O)N1Cc1ccccc1 (stereo unspecified) | 10 | 4
CC(=O)CC(C)(C)n1c[n+](C)nn1 | 2 | 2
O=C(CN1CCN(CCO)CC1)Nc1ccc(Cl)cc1C(=O)c1ccccc1 | 8 | 1
COCCCn1c(N)c(C(=O)NCCC(C)C)c2nc3ccccc3nc21 | 5 | 0
CC(=O)c1c(C)n(CCCOC(C)C)c2ccc(O)cc12 | -6 | -1
Cc1cc(OCc2nn[nH]n2)c2c3c(c(=O)oc2c1)CCC3 | 9 | 3
COCCCn1c(N)c(C(=O)OCCOC)c2nc3ccccc3nc21 | 9 | 0
OC1(c2cccnc2)CC2CCC(C1)N2Cc1nnnn1Cc1ccccc1 (stereo unspecified) | -34 | -3
COP(=O)(OC)C(O)C(Cl)(Cl)Cl (stereo unspecified) | 6 | 2
C[C@H]1CCC/C=C/C2C[C@H](O)CC2[C@H](O)/C=C/C(=O)O1 (stereo partly specified) | 0 | 0
O=C(O)CCCc1ccc(N(CCCl)CCCl)cc1 | 0 | 0
C=CCn1c(O)c(C(C)=NC2CC2)c(=O)[nH]c1=O | 4 | 0
CCOP(=O)(C#CC(C)(C)C)C(C)(O)c1ccccc1 (stereo unspecified) | -8 | 2
CC(=O)c1c(O)n(C)c(=S)n(-c2ccccc2)c1=O | 10 | 3
CCCCC12CNCC(C)(CNC1)C2=O | 16 | 4
CCCCn1c(C)c(C(=O)O)c2cc(OC)ccc21 | 8 | 5
NC(=O)Nc1cccc(C(F)(F)F)c1 | 4 | -5
c1ccc2c(c1)[nH]c1cnccc12 | -7 | 2
Fc1ccc(N2CCN(Cc3ccc4c(c3)OCO4)CC2)cc1 | -14 | 5
CCN1CCN(Cc2ccc(OC(F)(F)F)cc2)CC1 | 0 | 0
CCCCn1c(O)c(C=NCCN2CCCCC2)c(=O)[nH]c1=O | -2 | 3
C=CCC1(CN2CCCCCC2=O)C(=O)NC(=O)NC1=O | 13 | 6
CCc1ccccc1NC(=O)CSc1nnc([C@@H](N)Cc2c[nH]c3ccccc23)o1 | -1 | 3
Cc1ccc(S(=O)(=O)N2CN3CCN(C3)C2)cc1 | 10 | 2
NCC1(c2ccc3c(c2)OCCO3)CCCC1 | 13 | 7
CCN(CC)c1ccc(N=Cc2c(O)n(-c3ccccc3C)c(=O)[nH]c2=O)cc1 | 10 | 8
COc1ccc(CN2C(=O)CC(=O)NC2=O)cc1 | 10 | 6
CCCCn1c(O)c(C(C)=Nc2c(C)n(C)n(-c3ccccc3)c2=O)c(=O)[nH]c1=O | 4 | 5
COCCOC(=O)c1c(N)n(Cc2ccccc2)c2nc3ccccc3nc12 | 6 | 4
COc1ccc(-n2c(O)c(C(C)=NC3CC3)c(=O)[nH]c2=O)cc1 | 13 | 6
O=C(COc1ccccc1)N1CCN(C/C=C/c2ccccc2)CC1 | 10 | 7
CCC(=NCCC1=CCCCC1)c1c(O)[nH]c(=O)[nH]c1=O | 17 | 10
O=C(O)C1CN2CCC1CC2 (stereo unspecified) | 14 | 7
O=c1[nH]c(=O)n(CCc2ccccc2)c(O)c1C=NCCCn1ccnc1 | -13 | 7
O=S(=O)(c1ccc(Cl)cc1)N1CN2CCN(C2)C1 | 12 | 1

A second format for two compounds above.
Under each structure – TNAP inh Pi	TNAP inh pNP
NCC1(c2ccc3c(c2)OCCO3)CCCC1
 : 13	7
CCN(CC)c1ccc(N=Cc2c(O)n(-c3ccccc3C)c(=O)[nH]c2=O)cc1
 : 10	8

An excerpt from above in order of count of non-hydrogen atoms, rising.
SMILES | TNAP inh Pi | TNAP inh pNP
O=S(=O)(c1ccc(Cl)cc1)N1CN2CCN(C2)C1 | 12 | 1
CCC(=NCCC1=CCCCC1)c1c(O)[nH]c(=O)[nH]c1=O | 17 | 10
O=c1[nH]c(=O)n(CCc2ccccc2)c(O)c1C=NCCCn1ccnc1 | -13 | 7

One compound at a time, from the list above.
CCc1ccccc1NC(=O)CSc1nnc([C@@H](N)Cc2c[nH]c3ccccc23)o1 in the list: TNAP inh Pi: -1; TNAP inh pNP: 3
COc1ccc(-n2c(O)c(C(C)=NC3CC3)c(=O)[nH]c2=O)cc1 in the list: TNAP inh Pi: 13; TNAP inh pNP: 6

(next part)
SMILES | TNAP inh Pi | TNAP inh pNP
CC(=NCc1ccco1)c1c(O)n(C)c(=O)n(C)c1=O | 13 | 5
CCC(=NCc1ccco1)c1c(O)n(Cc2ccccc2)c(=O)[nH]c1=O | 8 | 3
CCCCCCN=C(CC)c1c(O)n(CCCC)c(=O)[nH]c1=O | 13 | 8
CCCCCn1c(=O)c(C(=O)NCc2ccncc2)c(O)c2ccccc21 | 8 | 5
CN(C)C(=O)CSc1nnc([C@@H](N)Cc2ccccc2)o1 | 2 | -3
CCCn1ncc(C(=O)O)c1C | 5 | -2
CC1(O)C[C@]2(C)N(O)C3CCCC[C@@H]3N2O1 (stereo partly specified) | 8 | 2
Cc1ccc2c(c1)CC1(CN2C)C(=O)NC(=O)N(c2ccccc2C)C1=O (stereo unspecified) | 14 | 8
CCCC(=O)OCC[N+](C)(C)C | -6 | -9
CCOC(=O)c1cc2c(cn1)[nH]c1ccccc12 | 7 | 1
Cc1nc2cc(F)ccc2n1C1CCN(Cc2nnnn2CCc2ccccc2)CC1 | 8 | 2
CCOC(C(=O)OCC(O)CN(CC)CC)(c1ccccc1)c1ccccc1 (stereo unspecified) | 7 | 2
CN(C)CCOC(=O)c1cn(Cc2ccccc2)c2ccccc12 | 7 | 5
Cc1cc(Cl)ccc1OCC(=O)O | 10 | 7
COC(=O)C1=C(N)OC(C)=C(C(C)=O)C12C(=O)N(C)c1ccccc12 (stereo unspecified) | -5 | 5
Fc1ccccc1N1CCN(Cc2c(F)cccc2F)CC1 | 1 | 3
CCOC(=O)c1ccc(NC(=O)c2c(O)[nH]c(=O)[nH]c2=O)cc1 | 9 | 2
CCOc1ccc(-n2c(O)c(C=Nc3ccc(N(CC)CC)cc3)c(=O)[nH]c2=O)cc1 | 9 | 4
c1ccc(C(OCCN2CCNCC2)c2ccccc2)cc1 | 8 | -8
CCCCCCn1c(O)c(C(C)=NC)c(=O)[nH]c1=O | 1 | -1
CCOC(=O)C1(c2ccccc2)CCN(Cc2cccc(C(=O)O)c2)CC1 | -1 | -7
Nc1ccc(C2(c3ccc(N)cc3)CN3CCC2CC3)cc1 | 5 | 1
COC(=O)C(O)(c1ccc(N(C)S(=O)(=O)c2ccccc2)cc1)C(F)(F)F (stereo unspecified) | 9 | 6
O=C1NC(=O)[C@]2(Cc3ccccc3N3CCN(c4ccccc4)CC32)C(=O)N1c1ccccc1 (stereo partly specified) | 7 | -1
CCCCn1c(=O)c(C(=O)Nc2nc3ccccc3[nH]2)c(O)c2ccccc21 | 16 | 5
O=C(Cc1ccccc1)N1CCN(Cc2ccccn2)CC1 | 5 | 1
CCCCCCn1c(O)c(C=Nc2c(C)n(C)n(-c3ccccc3)c2=O)c(=O)[nH]c1=O | 7 | 1
C[C@@]1(CO)[C@H](O)CC[C@@]2(C)[C@H]1CC[C@H]1C[C@@H]3C[C@@]12CC[C@]3(O)CO | 0 | 0
CC(C)Oc1ccc(Cc2c(O)[nH]c(=O)[nH]c2=O)cc1 | 0 | 2
CC(=O)Nc1ccccc1OP1(=O)COc2ccccc2OC1 | 7 | 4

Entries shown so far with sulfur, in the order listed:
SMILES | TNAP inh Pi | TNAP inh pNP
CC(=O)c1c(O)n(C)c(=S)n(-c2ccccc2)c1=O | 10 | 3
CCc1ccccc1NC(=O)CSc1nnc([C@@H](N)Cc2c[nH]c3ccccc23)o1 | -1 | 3
Cc1ccc(S(=O)(=O)N2CN3CCN(C3)C2)cc1 | 10 | 2
O=S(=O)(c1ccc(Cl)cc1)N1CN2CCN(C2)C1 | 12 | 1
CN(C)C(=O)CSc1nnc([C@@H](N)Cc2ccccc2)o1 | 2 | -3
COC(=O)C(O)(c1ccc(N(C)S(=O)(=O)c2ccccc2)cc1)C(F)(F)F (stereo unspecified) | 9 | 6

Remaining list, next part.
SMILES | TNAP inh Pi | TNAP inh pNP
O=c1[nH]c(=O)n(Cc2ccco2)c(O)c1C=NCCN1CCOCC1 | -7 | -5
CCOC(=O)N(CC)c1ccc(C(O)(C(=O)OCC)C(F)(F)F)cc1 (stereo unspecified) | -10 | -17
Cc1cc(NC(=O)COC(=O)c2c(C)nn(Cc3ccccc3Cl)c2Cl)no1 | 13 | 5
O=C(Cc1cccs1)N1CCC2(CC1)OCCO2 | 3 | -6
Cc1cc(CN(C)C)c(OC(=O)N(C)C)cc1C | 11 | 2
CCC(COC(=O)c1cc(OC)c(OC)c(OC)c1)(c1ccccc1)N(C)C (stereo unspecified) | 9 | 5
O=P(O)(O)C12CC3CC(CC(C3)C1)C2 | 8 | 2
CCOc1ccc(-n2c(O)c(C=NCCN3CCNCC3)c(=O)[nH]c2=O)cc1 | 10 | 6
CCC1CCCCN1P(=O)(c1ccc(C)o1)C(C)(C)C (stereo unspecified) | 3 | 5
CN(C)C1=NP(N(C)C)(N(C)C)=NC(c2ccccc2)=N1 | 10 | 1
COc1ccc(CCN(C)Cc2c(F)cccc2F)cc1OC | 10 | 2
COc1ccc(C(=O)N2CCOCC2)cc1S(=O)(=O)N1CCC(C)CC1 | 17 | 6
Cc1cc(S(=O)(=O)NCc2ccccc2)ccc1OCC(=O)N1CCN(C)CC1 | 7 | 1
CC(C)(C)c1nc(N2CCN(C(=O)c3ccco3)CC2)c2nnn(Cc3ccccc3Cl)c2n1 | -3 | -12
CCC(=NCCCN(CC)CC)c1c(O)n(-c2ccccc2)c(=O)[nH]c1=O | 10 | 6
c1ccc2c3c([nH]c2c1)CNCC3 | 8 | 3
CCC(=NCc1ccc2c(c1)OCO2)c1c(O)n(C)c(=O)n(C)c1=O | 6 | 2
CCOC(=O)CC1=C(C(=O)OCC)C2(C(=O)N1)C(C(=O)OC)=C(N)Oc1ccccc12 (stereo unspecified) | 3 | -2
CC(=C1C(=O)c2ccccc2C1=O)N1CCN(CCN=Cc2c(O)n(C)c(=O)n(C)c2=O)CC1 | 11 | 5
CC(=O)Nc1ccc(OC(=O)N(C)C)cc1 | 15 | 6
O[C@H]1C2CCC1C(N1CCCCC1)CC2 (stereo partly specified) | 18 | 10
CCCCn1c(O)c(C=NC2CC3CCC2(C)C3(C)C)c(=O)[nH]c1=O (stereo unspecified) | 8 | 3
ClC1=CCC2CN(CCN3CCCCC3)CC2C1 (stereo unspecified) | 8 | 1
CCCCn1c(O)c(C(C)=NC(C)c2ccccc2)c(=O)[nH]c1=O (stereo unspecified) | 10 | 6
NC(=O)CN1C2CCC1CC(NC(=O)C1CC1)C2 (stereo unspecified) | 19 | 4
